TSHR antagonist – human thyrotropin receptor antagonism | AID 504810 | TSHR-expressing cells, TSH-stimulated cAMP HTRF, 2 h; stronger effect = lower value | P16473 | 0.2% of 330,000 active | activity change, negative = inhibition, % at 11.5 µM;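 active = activity change below a set negative limit, meaning inhibition stronger than a set level, cut at about -70% in these data; inconclusive = activity change between two set negative limits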; note: % is set by controls: 0 for no effect and ±100 for the full control effect
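Competitive HTRF cAMP read-out (cryptate anti-cAMP antibody, cAMP-d2; 30 min, room temperature) in freshly harvested TSHR cells. Compounds added before TSH at EC80 (4nM final), followed by 2 hours' incubation at 37 deg C.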
Tb PFK inh – blocks T. brucei phosphofructokinase; O15648; T. brucei PFK, ADP-Glo luminescence; Potency, µM (doses to about 57.5 µM), for inactives: at the top dose activity, negative = inhibition, hits mostly inhibitors; 0.17% of 330,000 active;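 note: potency is the fitted concentration of half-maximal effect; 0% = uninhibited 1x PFK enzyme wells and -100% = no-enzyme wells; nearly all actives have a fitted effect of over 60% in size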
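Activity is normalized to no-enzyme wells (full inhibition) and 1.25 nM enzyme wells (no inhibition). Reaction: 0.5 mM F6P, 0.1 mM ATP, 45 min RT, ADP-Glo luminescence; concentration-response curves fitted and classed by quality.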
PTAP TSG101 blk – blocks PTAP/TSG101 interaction to inhibit HIV-1 budding. Fluorescence polarization, FITC-PTAP peptide / Tsg101 binding. Q99816. 340,000 tested, under 10 active. Potency, µM (titrated, usually from 115 µM), for the others: at the top dose activity change, negative = inhibition, actives largely listed as inhibitors. AID 493005; active = well fitted inhibition curve with a large enough effect in the main read-out, with a control signal flat, not every such curve was filed as active; inconclusive = small, poorly fitted or top-dose-only effect, or effect the other way, or a change in a side signal; inactive = no such curve, though single readings can be large or run the other way; note: potency is the fitted concentration of half-maximal effect; % of control where 0% means no effect
Target sequence (Q99816 whole entry, looked up): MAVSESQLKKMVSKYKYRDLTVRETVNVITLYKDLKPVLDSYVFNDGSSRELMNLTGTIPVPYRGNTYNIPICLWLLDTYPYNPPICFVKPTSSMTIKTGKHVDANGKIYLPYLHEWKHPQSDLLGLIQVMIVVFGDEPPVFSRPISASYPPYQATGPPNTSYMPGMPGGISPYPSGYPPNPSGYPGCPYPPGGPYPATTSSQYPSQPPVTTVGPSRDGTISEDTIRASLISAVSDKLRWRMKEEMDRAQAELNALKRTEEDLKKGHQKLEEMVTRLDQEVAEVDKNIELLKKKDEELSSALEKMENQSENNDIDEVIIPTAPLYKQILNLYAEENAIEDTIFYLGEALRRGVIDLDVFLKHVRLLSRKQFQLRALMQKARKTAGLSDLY
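Steps: Tsg101 binding domain dispensed (10 uM final), compounds pinned in DMSO, FITC-labeled PTAP-motif peptide added (50 nM final); after 20 min binding at room temperature, polarization measured.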
uPA generation – inhibitors of cell surface uPA generation. Potency, µM (series often up to 38.3 µM), for the others: at the highest dose activity change, negative = inhibition, most hits filed as inhibitors. cell surface uPA generation assay, qHTS. 0.31% of 330,000 active. AID 540303; active = well fitted inhibition curve with a large enough effect; inconclusive = small, poorly fitted or top-dose-only effect; inactive = no such curve, though single readings can be large or run the other way; tested in mouse RAW 264.7 cells; note: potency is the fitted concentration of half-maximal effect; % is set by controls: 0 for no effect and ±100 for the full control effect; nearly all actives have a fitted effect of over 55% in size
Eya2 inh – inhibitors of human Eya2 phosphatase activity | O00167 | recombinant Eya2, OMFP fluorescence dephosphorylation (OMFP is methylfluorescein phosphate) | Potency, µM (highest dose often 76.9 µM), without a hit: at the top dose activity, negative = inhibition, actives largely listed as inhibitors | 0.006% of 330,000 active | AID 488837; note: potency is the fitted concentration of half-maximal effect; % is set by controls: 0 for no effect and ±100 for the full control effect
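Eya2 (0.2 uM) preincubated 10 min at ambient with compound, then OMFP substrate added at 50 uM; 10 min reaction in 50 mM HEPES pH 7.5, 50 mM NaCl, 5 uM MgCl2, 0.05% BSA, 1 mM DTT. Fluorescence read at Ex 485/Em 525 nm.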
TCR activator – activators of T cell receptors; Potency, µM (series often up to 9.22 µM), for inactives: at the top dose activation of IL-2 secretion, most hits filed as activators; 330,000 tested, under 10 active; primary human leukocytes, anti-CD3, IL-2 HTRF, 48 h; AID 504894; note: % of control where 0% means no effect
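HTRF read-out of IL-2 secretion: europium cryptate donor excited at 320nm, d2 acceptor emission at 665nm. Cells were primary human leukocytes incubated 48 hr with compounds and a-CD3 beads, supplying TCR signal only.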
B2AR arrestin – beta2AR (human) beta-arrestin recruitment activity; 0.02% of 330,000 active; Potency, µM (titrated, usually from 46.1 µM), without a hit: top-dose activation, usual class: activators; beta-arrestin recruitment to beta2AR, cell-based reporter;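 note: potency is the fitted concentration of half-maximal effect; 0% = DMSO controls and full agonism = EC100 isoproterenol or metaproterenol; nearly all actives have a fitted effect of over 65% in size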
Mito fusion act – mitochondrial division inhibition or fusion activation | AID 485298 | S. cerevisiae fusion-defective mutant growth rescue, CellTiterGlo 48 h | Potency, µM (top dose mostly 46.1 µM), without a hit: at the highest dose growth rescue (activation), hits mostly activators | 0.23% of 320,000 active;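 note: potency is the fitted concentration of half-maximal effect; % of control where 0% means no effect; nearly all actives have a fitted effect of over 45% in size; temperature-sensitive fusion mutants such as fzo1-1 at 37 °C on non-fermentable ethanol glycerol medium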
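Temperature-sensitive fusion-defective S. cerevisiae (e.g. fzo1-1, mgm1-5) were grown with compound in YPEG medium (3% ethanol, 3% glycerol) for 48 hours at 37C. Growth rescue was measured as viability by CellTiterGlo luminescence after 10 minutes at ambient.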
USP2a block – USP2a (human) protease inhibition. O75604. 0.01% of 330,000 active. USP2 core, Ub-CHOP2 coupled fluorogenic reporter, 485/531. Potency, µM (series often up to 38.3 µM), for the others: top-dose activity change, negative = inhibition, hits mostly inhibitors;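 note: potency is the fitted concentration of half-maximal effect; plate controls were DMSO wells for no effect and full inhibition by NEM control for full effect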
Target sequence (O75604 whole entry, looked up): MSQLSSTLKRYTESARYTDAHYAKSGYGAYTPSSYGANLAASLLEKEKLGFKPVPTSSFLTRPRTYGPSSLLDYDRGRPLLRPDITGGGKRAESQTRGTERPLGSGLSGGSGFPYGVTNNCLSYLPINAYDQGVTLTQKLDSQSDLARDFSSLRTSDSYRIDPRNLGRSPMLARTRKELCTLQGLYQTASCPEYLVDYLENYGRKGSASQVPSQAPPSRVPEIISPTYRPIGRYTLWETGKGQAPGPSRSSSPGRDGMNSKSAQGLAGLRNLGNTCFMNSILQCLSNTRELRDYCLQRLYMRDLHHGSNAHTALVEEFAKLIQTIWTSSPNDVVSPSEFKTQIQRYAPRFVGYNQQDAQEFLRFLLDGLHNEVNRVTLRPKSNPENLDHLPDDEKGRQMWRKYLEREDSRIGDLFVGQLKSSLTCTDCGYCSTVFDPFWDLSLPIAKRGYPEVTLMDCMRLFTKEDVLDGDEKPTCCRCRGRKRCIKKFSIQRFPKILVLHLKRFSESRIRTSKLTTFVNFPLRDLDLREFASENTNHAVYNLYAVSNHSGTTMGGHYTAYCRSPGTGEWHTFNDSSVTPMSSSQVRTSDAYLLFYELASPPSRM
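Deubiquitinase activity read as fluorescence (485/531 nm) after Ub-CHOP2 cleavage activates the enterokinase reporter on its substrate; USP2 core 10nM, Ub-CHOP2 and substrate 25nM each, 30min compound preincubation then 60min RT; data normalized to NEM, curves fitted.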
ELG1 DNA repair – ELG1-dependent DNA repair inhibition; 2.3% of 330,000 active; Potency, µM (titrated, usually from 46.1 µM), for inactives: at the top dose activity change, negative = inhibition, actives largely listed as inhibitors; HEK293T ELG1-luciferase reporter, luminescence, 16 h; DNA damage induced by 5-fluorouridine; note: potency is the fitted concentration of half-maximal effect; % is set by controls: 0 for no effect and ±100 for the full control effect; nearly all actives have a fitted effect of over 55% in size
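Luminescence from the luciferase reporter, measured 30 min after ONE-Glo reagent at room temperature, was the read-out. Beforehand, 2,000 cells per well were exposed for 16 hr at 37 °C to 5-fluorouridine together with compound or vehicle.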
Chronic BCR inh – inhibitors of chronic active B-cell receptor signaling; AID 493014; Potency, µM (series often up to 46.1 µM), inactives show at the top dose ratio change, negative = lower green/red ratio, hits mostly inhibitors; ABC-DLBCL IkBa-CBG/CBR reporter, luminescence ratio, 4 h; 0.05% of 340,000 active; active = well fitted inhibition curve with a large enough effect in the signal ratio, with a control signal flat, not every such curve was filed as active; inconclusive = small, poorly fitted or top-dose-only effect, or effect the other way, or a change in a side signal; the % refers to the signal ratio;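 note: potency is the fitted concentration of half-maximal effect; plate controls were basal doxycycline-induced cells for no effect and cells given 10 µM MG132 for full effect; MG132 reads +100%, hits lower the ratio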
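TMD8 ABC-DLBCL cells carrying doxycycline-inducible green luciferase fused to IkappaBalpha plus unfused red luciferase were exposed to compounds (up to 46 uM) for 4 hrs at 37C. Activity came from the overlap-corrected green/red luminescence ratio.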
Numbers without * were called inactive; ? = inconclusive; . = not tested or not shown; [ ] = another dose, or the depositor's remark. Unless noted, calls come from the whole dose curve; as a rule, active = well fitted curve in the direction sought with a large enough effect; inconclusive = small, poorly fitted or top-dose-only effect, or another doubt; inactive = no such curve, though single readings can be large; an effect the other way counts as inactive or inconclusive.

structure | TSHR antagonist | Tb PFK inh | PTAP TSG101 blk | uPA generation | Eya2 inh | TCR activator | B2AR arrestin | Mito fusion act | USP2a block | ELG1 DNA repair | Chronic BCR inh
O=c1c2ccccc2nc2n1CCCCC2 | -7.8 | 5.2% | -7.7% | 1.6% | 13.5% | 4.9% | -0.1% | 2.0% | -1.4% | 6.9% | -0.9%
CC(=O)Nc1ccc(Nc2c3c4c(cccc4n(C)c2=O)C(=O)c2ccccc2-3)cc1 | -11.9 | 7.6% | ? | 0.7% | 5.9% | 0.2%[46.1 µM] | -1.8% | -1.6% | ? | ? | -9.7%
COc1cccc(-n2nnnc2SCC(=O)Nc2cccc(C)n2)c1 | 0.1 | -0.7% | -7.0% | -0.1% | 0.2% | -0.2% | 0.4% | -5.3% | 1.2% | 0.8% | 0.9%
CN(Cc1ccccc1)C(=O)CN1C(=O)c2ccccc2S1(=O)=O | -7.1 | 0.9% | -4.3% | 1.6% | ? | -1.5% | -0.1% | 6.3% | 0.0% | ? | 0.2%
Cc1ccc2[nH]c3c(=O)n(N)c(=O)[nH]c3c2c1 | -13.0 | 5.1% | -2.6% | 0.8% | 1.5% | -0.6% | 0.6% | -2.3% | 5.3% | 6.7% | 0.3%
COc1cc2c(cc1OC)CN(C(=O)CN1CCN(S(=O)(=O)c3ccccc3Br)CC1)CC2 | -3.2 | -5.5% | 1.3% | -0.5% | -7.3% | -0.9% | 0.2% | 10.4% | 0.2% | ? | ?
O=c1c2[nH]c3ccccc3c2nc2n1CCCS2 | 1.5 | -1.1% | -0.9% | 0.3% | -18.0% | -2.0% | -0.3% | -0.5% | 0.9% | ? | 0.6%
Cc1nc(NC(=O)Nc2ccc(Cl)cc2)sc1C | -7.1 | -0.6% | 0.1% | -3.0% | -4.6% | 2.2% | 0.0% | -6.7% | 2.4% | ? | 0.6%
CCCCCCSc1cc(-c2nc3ccc(Cl)cn3c2NCCCC)ccc1OC | -7.8 | -0.2% | 1.0% | -11.4% | -21.6% | 1.0% | -0.2% | -2.3% | -1.1% | -0.7% | 4.7%
COc1cc(OC)c(OC)cc1CN1CCN(C(=O)CC(C)C)CC1 | 7.8 | -0.5% | 0.0% | -4.4% | 3.1% | . | -0.1% | 0.5% | 0.6% | -23.5% | 0.3%
O=C(CCc1ccccc1Cl)Nc1cc2c(cc1C(=O)O)OCCCO2 | 18.7 | 0.0% | -5.4% | -5.5% | 8.8% | . | 0.0% | -1.3% | 3.7% | ? | ?
COc1ccc(N(CC(=O)NCc2cccnc2)S(=O)(=O)c2ccc(C)c([N+](=O)[O-])c2)cc1 | 3.2 | 4.7% | -1.6% | 5.8% | -7.7% | 1.8% | -0.5% | -4.3% | 4.1% | -6.5% | -2.0%
Cc1ccc(C)c(NC(NC(=O)c2ccccn2)C(Cl)(Cl)Cl)c1 (configuration not stated) | -13.1 | 1.8% | -1.0% | -2.7% | -17.8% | 3.5% | -0.4% | 2.9% | -3.4% | 6.3% | -2.3%
CC(/C=N/NC(=O)CSc1nc(C)cc(C)n1)=C\c1ccccc1 | 4.7 | -4.2% | 0.2% | 0.3% | 4.6% | -5.4%[46.1 µM] | -0.1% | -4.5% | -0.4% | -18.9% | -1.6%
Cc1cc(C)cc(NC(=S)N2C3CCCC2CC(NC(=O)C2CC2)C3)c1 (configuration not stated) | 4.7 | -2.3% | -0.7% | 2.4% | -11.6% | -5.5% | -0.4% | -1.9% | -0.4% | -4.0% | 0.0%
O=c1c2ccccc2ncn1Cc1ccc(Cl)cc1 | -1.2 | -5.4% | -2.8% | 4.2% | 3.2% | 1.5% | -0.3% | -0.4% | -1.4% | 13.4% | 2.3%
COc1ccc(NS(=O)(=O)c2cc(NC(=O)c3ccc(=O)[nH]c3)ccc2C)cc1 | -24.0 | 0.0% | -2.6% | 23.2% | 14.1% | . | -0.9% | -0.4% | -0.7% | ? | 1.4%
Cc1ccc(O)c(C(=O)c2cnc3onc(-c4ccc(F)cc4)c3c2)c1 | -14.1 | 6.0% | -2.8% | 1.6% | 6.3% | 1.5%[46.1 µM] | 0.1% | ? | -0.9% | -9.4% | 2.7%
C[C@@H](CN=[N+]=[N-])CN1CC[C@H](C(C)(C)C)CCC1=O | 7.7 | 0.2% | 0.0% | -10.4% | 4.7% | -4.5% | -0.7% | 3.0% | -0.3% | -10.6% | 0.8%
CC1(C)C=C(c2ccc(C(=O)O)s2)CC(C)(C)N1 | 30.7 | -1.4% | -0.3% | 10.3% | -1.7% | 0.2%[46.1 µM] | -0.1% | 7.1% | 3.1% | 0.5% | -1.0%
COc1cc(CCC(O)CC(=O)CCc2ccccc2)ccc1O (configuration not stated) | 0.7 | 6.5% | -5.8% | -20.3% | -16.9% | -4.5% | 0.0% | -3.3% | 3.2% | 1.6% | ?
COc1ccc(-c2oc(=O)c3cc(OC)c(OC)cc3c2/C=C/c2ccc(OC(C)=O)cc2)cc1 | -8.3 | 9.1% | -0.3% | -1.5% | 17.2% | 6.3% | -0.3% | . | 2.8% | ? | ?
CCCc1c(C)nn(C(=O)/C(C#N)=N/Nc2ccccc2[N+](=O)[O-])c1C | 0.0 | 0.3% | -7.3% | 6.4% | 10.5% | -5.1% | -0.3% | -9.9% | 0.0% | -3.2% | -1.7%
COc1ccccc1NC(=O)COC(=O)c1cc2ccccc2cc1O | -18.2 | -4.5% | -0.9% | 4.3% | -6.3% | -3.9% | 0.0% | -0.8% | 2.5% | -1.4% | -1.3%
O=C1C=C(NCc2ccccc2)C2(CCCCC2)O1 | -7.7 | 5.7% | -0.6% | -4.9% | 2.7% | -10.4% | -0.6% | 2.4% | 2.0% | -9.6% | -1.9%
CC1=NN(c2ccccc2)C(=O)C1(C)[N+](=O)[O-] (configuration not stated) | 6.1 | 0.2% | 0.3% | 2.5% | -0.6% | 2.2%[46.1 µM] | 0.4% | -2.5% | 0.9% | -8.2% | -0.8%
Cc1cccc(NC(=O)CSc2nnc(-c3cnccn3)n2Cc2ccco2)c1 | -1.2 | -3.1% | -7.2% | 1.4% | -19.8% | 2.8% | -0.3% | -0.1% | -0.1% | -21.8% | -0.4%
Cc1cccc(NS(=O)(=O)c2nnc(NC(=O)CC(C)C)s2)c1 | -2.1 | -3.5% | -3.2% | 0.6% | -9.8% | -3.3% | -0.4% | 0.9% | 0.4% | -21.3% | -7.6%
Cc1nn(-c2ccccc2)c(Cl)c1C1C(C#N)=C(N)OC2=C1C(=O)CC(C)(C)C2 (configuration not stated) | -0.5 | -0.5% | -2.5% | -15.5% | -15.7% | 1.1% | -0.2% | 4.9% | -1.5% | -15.4% | -3.4%
CC1=NN(C(=O)c2csc(C)c2)C(O)(C(F)(F)F)C1 (configuration not stated) | -3.5 | -3.0% | -0.3% | 1.4% | 12.6% | 2.5% | -0.4% | 4.0% | -4.9% | -2.1% | -5.4%
O=C(Nc1cc(S(=O)(=O)N2CCCCCC2)ccc1OCC(F)(F)F)c1ccc(=O)[nH]c1 | 7.8 | -9.7% | -4.8% | ? | -9.0% | -201.7% | 0.0% | 0.0% | 0.0% | 22.8% | 0.9%
O=C(C1CCCO1)N1CCN(C(=S)Nc2ccc(Br)cc2)CC1 (configuration not stated) | 1.3 | -10.4% | -0.6% | 1.4% | 5.3% | 1.8% | -0.1% | 2.1% | -9.9% | 2.0% | 13.8%
O=C(c1ccc(S(=O)(=O)NCc2ccco2)cc1)N1CCN(Cc2ccccc2)CC1 | -0.7 | -0.7% | 2.5% | -20.4% | -18.6% | 6.5% | 0.3% | 1.1% | 0.9% | -13.7% | -5.2%
CCc1ccc(C(=O)NCc2cnn(C)c2)s1 | 10.1 | -3.8% | -2.2% | -1.4% | 0.9% | 1.6% | 0.0% | -7.0% | 2.1% | ? | -5.6%
O=C(COC(=O)Cn1[nH]c(=O)c2ccccc2c1=O)Nc1ccc2c(c1)OCO2 | -2.5 | -0.4% | -0.3% | 5.2% | 17.0% | 4.8% | -0.1% | -0.9% | -0.3% | 9.3% | -2.2%
Cn1c(=O)c2c(-c3ccccc3)n(Cc3ccccn3)cc2n(C)c1=O | -0.5 | -1.4% | -2.7% | 8.9% | 21.5% | 1.7% | -0.1% | -2.9% | 2.4% | 21.4% | 5.2%
